Screening data deposited in PubChem BioAssay by several laboratories.
PLAP act – activates human placental alkaline phosphatase; P05187; purified PLAP enzyme, luminescent substrate read-out; stronger effect = higher value; activation fold at 20 µM; hit rate 1.2% among 96,000; in the data active = activation fold above about 2
Target sequence (P05187 whole entry, looked up): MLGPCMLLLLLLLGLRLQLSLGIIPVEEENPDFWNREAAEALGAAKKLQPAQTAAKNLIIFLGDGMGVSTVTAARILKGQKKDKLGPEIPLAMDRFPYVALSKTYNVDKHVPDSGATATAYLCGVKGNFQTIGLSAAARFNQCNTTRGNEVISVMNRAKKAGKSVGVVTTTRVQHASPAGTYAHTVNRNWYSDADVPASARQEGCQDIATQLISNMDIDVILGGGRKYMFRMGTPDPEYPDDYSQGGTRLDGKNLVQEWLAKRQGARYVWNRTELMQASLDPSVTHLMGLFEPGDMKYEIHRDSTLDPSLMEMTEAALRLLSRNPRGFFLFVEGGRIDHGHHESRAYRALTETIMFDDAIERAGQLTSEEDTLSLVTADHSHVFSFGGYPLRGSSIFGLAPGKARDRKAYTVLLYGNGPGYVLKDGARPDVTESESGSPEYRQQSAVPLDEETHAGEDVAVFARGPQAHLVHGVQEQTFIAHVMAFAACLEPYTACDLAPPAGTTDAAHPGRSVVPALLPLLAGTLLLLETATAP
CYP2C9 inh – blocks human cytochrome P450 2C9; inhibition, % at 5 µM; CYP2C9 Supersomes, luciferin-H conversion, luminescence; hit rate 20% among 96,000;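 active = blocking of liver enzyme CYP2C9 beyond about 50% at 5 µM, limit read from the data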; note: values of inactives mirror those of a sister screen read the other way
Rev-RRE block – disrupts HIV-1 Rev binding to RRE RNA; P05866; Rev peptide-RRE RNA binding, FRET; inhibition, % at 8 µM; hit rate 0.79% among 97,000;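 active = inhibition above the screen-wide mean plus 3 SD, cut at about 35% in these data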;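 note: 0% = median DMSO wells and 100% = median Neomycin B control wells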
Target sequence (P05866 whole entry, looked up): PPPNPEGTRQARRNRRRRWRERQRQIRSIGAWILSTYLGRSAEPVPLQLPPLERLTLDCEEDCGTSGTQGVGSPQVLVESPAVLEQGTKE
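Test system – labelled RRE RNA duplex and labelled Rev peptide · Reagent – labelled Rev peptide · Doses – one concentration, 8 µM nominal · Incubation – 5 + 15 min at 25 °C · Signal – FRET fluorescence readout · Read-out basis – % inhibition of FRET ratio versus controls · Control set – DMSO wells as 0% and neomycin B wells as 100% inhibition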
CYP2C19 inhib – blocks human cytochrome P450 2C19; CYP2C19 Supersomes, luciferin-H EGE luminescence, 30 min; inhibition, % at 5 µM; AID 778; P33261; hit rate 21% among 96,000;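 active = CYP2C19 inhibition above a set limit at 5 µM in the primary screen, cut at about 50% in these data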;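 note: plate controls were negative control wells for no effect and 2.5 mM tranylcypromine positive control for full effect; values of inactives mirror those of a sister screen read the other way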
EphB4 ephrin blk – EphB4-ephrin-B2 interaction antagonism. P54760. EphB4 LBD / TNYL-RAW-Alexa532 peptide, fluorescence polarization. inhibition, % at 7 µM. hit rate 0.15% among 97,000;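 active = inhibition above the screen-wide mean inhibition plus 3 SD, cut at about 15% in these data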;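 note: 0% = DMSO wells and 100% = excess unlabeled TNYL-RAW peptide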
Plk1 PBD FP – Plk1 (human) PBD binding inhibition. P53350. Plk1 PBD phosphopeptide binding, fluorescence polarization. inhibition, %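 (tested at about 20 µM)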. hit rate 0.13% among 97,000; in the data active = inhibition above about 34%, passing the limit was not always enough
CYP2C19 activ – activators of human cytochrome P450 2C19. P33261. recombinant CYP2C19, luciferin-H EGE luminescence; stronger effect = higher value; 0 = fully inhibited enzyme, 1 = untreated enzyme. activation factor at 5 µM. 96,000 tested, under 10 active;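 active = activation factor of at least 2 at 5 µM in the primary screen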;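 note: 0 = wells with 2.5 mM tranylcypromine and 1 = vehicle-only wells; values of inactives mirror those of a sister screen read the other way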
CYP2C9 activ – CYP2C9 (human) activation | recombinant CYP2C9, luciferin-H conversion, luminescence; stronger effect = higher value; factor 1 = untreated enzyme, 0 = blocked | activation factor at 5 µM | hit rate 1.4% among 96,000;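 active = activation factor of 2 or more for CYP2C9 at a 5 µM dose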;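 note: 0 = sulfaphenazole-blocked wells and 1 = vehicle-only wells; values of inactives mirror those of a sister screen read the other way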
PLK1 kinase inh – blocks human PLK1 kinase activity | hit rate 0.53% among 97,000 | P53350 | recombinant PLK1 kinase, TR-FRET peptide phosphorylation | inhibition, % at 10 µM;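 active = inhibition of 50% or more in the single-concentration screen; inactive = inhibition below 50%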;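 note: 0% = DMSO max control and 100% = H-89 dihydrochloride min control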
Starred values were filed as active, the others as inactive; . = not tested or not shown.

SMILES	PLAP act	CYP2C9 inh	Rev-RRE block	CYP2C19 inhib	EphB4 ephrin blk	Plk1 PBD FP	CYP2C19 activ	CYP2C9 activ	PLK1 kinase inh
O=C(CNC(=O)OCc1ccccc1)Oc1cc2oc(=O)cc(-c3ccccc3)c2cc1Cl	0.9	76*	12	28	0	14	0.7	0.2	-17
CCN(C(=O)CN1CCN(c2ccccc2)CC1)c1c(N)n(Cc2ccccc2)c(=O)[nH]c1=O	1	-3	-2	2	2	18	1	1	-14
COc1cc(NC(=O)c2csc3c2CCCC3)ncn1	0.9	8	1	-16	7	20	1.2	0.9	-10
COc1ccc(NC(=O)/C=C/C(=O)O)cc1Cl	1	-6	6	-13	9	5	1.1	1.1	-13
Cn1nnnc1SCc1nc2ccccc2[nH]1	0.9	10	5	37	-9	30	0.6	0.9	-6
CCN(CC)CCNC(=O)Cc1nn(CC)c(=O)c2ccccc12	0.8	-4	4	-8	-3	4	1.1	1	-9
O=C(CSc1nnc(-c2cccnc2)n1Cc1ccco1)c1ccc(Br)cc1	1.6	80*	6	88*	3	-7	0.1	0.2	-12
COC(=O)c1ccc(C2C(C(=O)OC(C)C)=C(C)N=C3SCCC(=O)N32)cc1 (stereo unspecified)	1.4	13	.	30	.	.	0.7	0.9	.
COc1ccc(-n2nc(C(=O)N3CCN(c4ccc(F)cc4)CC3)c3ccccc3c2=O)c(OC)c1	1.5	56*	.	45	.	.	0.6	0.4	.
CC(C)C(OC(=O)c1cccs1)C(=O)NCc1cccs1 (stereo unspecified)	0.7	66*	4	91*	11	-27	0.1	0.3	-9
Cc1cc2cc(CNC(=O)C3CC3)ccc2n1C	1.1	38	11	14	0	12	0.9	0.6	-5
Cc1ccc2oc(=O)n(CC(=O)OC(C)C)c2c1	.	.	3	.	1	-13	.	.	-16
O=C(NCc1ccccc1)NC1(C(=O)N2CCN(c3ccccc3)CC2)CCCCC1	1.3	33	7	57*	8	23	0.4	0.7	-4
CCCCn1c(=O)c2c(O)cc(=O)oc2c2ccccc21	1	4	12	2	-10	40	1	1	-4
C=CCOc1ccc(CNn2cn[nH]c2=S)cc1	0.8	28	-1	40	-14	-32	0.6	0.7	-4
CC(C)OC(=O)CSc1nnc(-c2cnccn2)n1-c1ccccc1	.	.	9	.	2	-3	.	.	0
COc1ccc(/C=N/Nc2ncc(-c3ccccc3)cn2)c(OC)c1	.	.	4	.	0	-6	.	.	-11
Cc1ccc(S(=O)(=O)NCCCCCC(=O)NC(C)(C)CO)cc1	1.2	46	0	16	-6	-6	0.8	0.5	-4
COCC(=O)NC1CCN(C(=O)Nc2ccc(Br)cc2)CC1	1.4	-12	8	-4	-3	16	1	1.1	-8
CC(C)CNc1nc(=S)nc(N(C)C)[nH]1	1.2	5	6	15	-2	-15	0.8	1	-9
Cc1ccccc1OCCN1C(=O)c2ccccc2C1=O	1	-46	5	34	4	-1	0.7	1.5	-8
CC1CN(C(=O)c2cc3c(=O)n4ccccc4nc3s2)CC(C)O1 (stereo unspecified)	0.8	17	.	8	.	.	0.9	0.8	.
Cc1nn(C)c(C)c1/C=C/C(=O)c1cccs1	.	.	9	.	8	-4	.	.	-9
COc1ccccc1CNC(=O)CCS(=O)(=O)c1cccs1	1.1	-88	.	83*	.	.	0.2	1.9	.
O=C(COC(=O)Cc1ccsc1)NC1CCCCCC1	1	-11	4	74*	7	-19	0.3	1.1	-7

Part of the list above in order of formula weight, highest first:
SMILES	PLAP act	CYP2C9 inh	Rev-RRE block	CYP2C19 inhib	EphB4 ephrin blk	Plk1 PBD FP	CYP2C19 activ	CYP2C9 activ	PLK1 kinase inh
COc1ccc(-n2nc(C(=O)N3CCN(c4ccc(F)cc4)CC3)c3ccccc3c2=O)c(OC)c1	1.5	56*	.	45	.	.	0.6	0.4	.
COCC(=O)NC1CCN(C(=O)Nc2ccc(Br)cc2)CC1	1.4	-12	8	-4	-3	16	1	1.1	-8
C=CCOc1ccc(CNn2cn[nH]c2=S)cc1	0.8	28	-1	40	-14	-32	0.6	0.7	-4
COc1ccc(NC(=O)/C=C/C(=O)O)cc1Cl	1	-6	6	-13	9	5	1.1	1.1	-13

The list continues.
SMILES	PLAP act	CYP2C9 inh	Rev-RRE block	CYP2C19 inhib	EphB4 ephrin blk	Plk1 PBD FP	CYP2C19 activ	CYP2C9 activ	PLK1 kinase inh
CC(C)(C)c1csc(NC(=O)Cn2cnc3ccccc3c2=O)n1	0.9	12	5	-8	6	-11	1.1	0.9	-13
COC(=O)/C=C/C(=O)NCc1ccco1	1.1	1	8	-6	5	13	1.1	1	-9
CCCC1=C(C(=O)OCC)C(c2cc(Cl)cc(OC)c2OCC(=O)OCC)NC(=O)N1 (stereo unspecified)	1.2	88*	-3	42	-8	8	0.6	0.1	-10
CCCS(=O)(=O)N1CCC(C(=O)NCCN2CCC(Cc3ccccc3)CC2)CC1	1.6	11	-4	32	-12	-17	0.7	0.9	-11
Nc1nonc1C(=Nc1ccc(Br)cc1)NO	1	18	3	43	0	-22	0.6	0.8	-5
CCN1CCc2c(sc(NC(=O)c3ccc(S(=O)(=O)N4CCOCC4)cc3)c2C(=O)OC)C1	1.3	13	11	-2	-6	-18	1	0.9	4
CCn1nnnc1SCC(=O)NNC(=O)C1CCCCC1	1.4	-12	0	-15	-2	-19	1.2	1.1	0
CCCCN(C(=O)CNC(=O)c1ccco1)C(C(=O)NC1CCCC1)c1ccc(OC)cc1 (stereo unspecified)	1.2	12	2	39	7	5	0.6	0.9	0
O=C(CN1CCN(Cc2ccccc2)C1=O)NCc1ccc(Cl)cc1	0.7	12	6	16	3	-42	0.8	0.9	-10
O=C(c1ccccc1)N(Cc1ccc2c(c1)OCO2)Cc1nc2ccccc2c(=O)[nH]1	1.5	90*	5	92*	-1	-13	0.1	0.1	-14
O=C1Cc2ccccc2C(c2ccc(Br)cc2)N1 (stereo unspecified)	0.8	71*	1	100*	4	17	0	0.3	1
CS(=O)(=O)N(Cc1cc2ccccc2[nH]c1=O)C1CCCCC1	1	23	-1	21	-1	-17	0.8	0.8	-7
COc1ccc(C(=O)NC(=S)Nc2ccc([N+](=O)[O-])cc2C)cc1OC	0.8	19	-5	0	0	-23	1	0.8	1
CCCC(O)(CCC)C(=O)NN1CCCCC1	0.9	41	8	7	0	-21	0.9	0.6	-6
COC(=O)Nc1nc(C)c(C(=O)N(C)C)s1	0.9	-1	1	-1	0	-10	1	1	-3
CN(C)S(=O)(=O)c1ccc2c(c1)c(=O)c(C(=O)N1CCN(c3ccccn3)CC1)cn2C	1.2	-1	8	-10	3	27	1.1	1	-10
Cc1nn(C)c(C)c1S(=O)(=O)N1CCC(C(=O)NC2CCCc3ccccc32)CC1 (stereo unspecified)	1.7	-80	5	-1	-3	5	1	1.8	-20
Cc1ccccc1C(O)c1ccccn1 (stereo unspecified)	1.1	6	5	17	-10	6	0.8	0.9	-6
COc1ccc(C(=O)CSc2nc3cccnc3n2C)cc1	.	.	6	.	-2	20	.	.	-8
CC(=O)C(C(C)=O)C(NC(=O)c1cccnc1)(C(F)(F)F)C(F)(F)F	1.2	-6	4	6	4	4	0.9	1.1	-3
COc1ccccc1N(CC(O)CN1C(=O)NC(C)(C)C1=O)S(=O)(=O)c1ccc(C)cc1 (stereo unspecified)	1.6	60*	5	94*	5	-9	0.1	0.4	-7
COc1ccc2oc(=O)c(C(=O)NCC3CCCO3)cc2c1 (stereo unspecified)	0.9	4	3	14	6	-7	0.9	1	-3
CCOc1ccc(C(O)Cn2c(=N)n(CCN3CCCCC3)c3ccccc32)cc1 (stereo unspecified)	0.9	23	4	10	-3	-5	0.9	0.8	3
COc1cccc(OCc2nnc(SCC(=O)OC3CCCCC3)n2C)c1	0.9	21	18	16	1	-17	0.8	0.8	-9
CCOc1ccc(NC(=O)CN2C(=O)C3CC=CCC3C2=O)cc1 (stereo unspecified)	1	-13	7	-22	0	-8	1.2	1.1	-11
More records follow.
SMILES	PLAP act	CYP2C9 inh	Rev-RRE block	CYP2C19 inhib	EphB4 ephrin blk	Plk1 PBD FP	CYP2C19 activ	CYP2C9 activ	PLK1 kinase inh
COc1nc(NC(C)(C)C)nc(Oc2ccc(=O)n(-c3ccccc3)n2)n1	1.2	56*	7	42	12	-1	0.6	0.4	-9
COc1cc2c(cc1OC)-c1cc(NC3CCCCCCC3)nc(=O)n1CC2	1.9	51*	18	38	5	-15	0.6	0.5	-7
Cc1cc(Cl)ccc1OCC(=O)N1CC(C)CC(C)C1 (stereo unspecified)	1.4	48	12	98*	6	-10	0	0.5	-7
COc1ccc(OC)c(-n2cnc3cc(C(=O)NCCCN4CCOCC4)ccc32)c1	1.4	-37	-1	4	-10	2	1	1.4	17
c1ccc(-c2ncnc3nc4n(c23)CCC4)cc1	1	1	4	-2	3	20	1	1	-5
CCCn1c(N2CCN(C)CC2)nc2c1c(=O)[nH]c(=O)n2C	.	.	10	.	9	2	.	.	-8
COc1cccc(NC(=O)NCCCN2CCN(c3ccc(F)cc3)CC2)c1	1.1	21	4	11	-1	3	0.9	0.8	0
Cc1nn(C)c(Cl)c1NC(=O)OCc1ccc(Cl)cc1Cl	1.1	-14	7	68*	1	-2	0.3	1.1	-16
Cc1nn(C(C)C(=O)Nc2sc3c(c2C#N)CCCC3)c(C)c1[N+](=O)[O-] (stereo unspecified)	0.9	61*	8	21	0	-16	0.8	0.4	-7
CCCn1c2ccccc2c2nnc(SC(CC)C(=O)Nc3sc4c(c3C#N)CCCC4)nc21 (stereo unspecified)	1.8	89*	7	70*	2	17	0.3	0.1	-12
COC(=O)C(NC(=O)c1ccco1)(Nc1nc(C2CC2)cs1)C(F)(F)F (stereo unspecified)	0.8	49	.	20	.	.	0.8	0.5	.
Cc1ccc(NC(=O)Cn2nnc(C(=O)NCc3cccs3)c2N)cc1	.	.	7	.	-2	5	.	.	-6
Cc1csc(NC(=O)c2ccc(C)c(S(=O)(=O)N3CCCCC3)c2)n1	1.1	27	2	14	7	-25	0.9	0.7	5
Cc1ccc(C)c(S(=O)(=O)Nc2ccc(O)cc2)c1	1	14	3	72*	1	-25	0.3	0.9	-12
Cn1cnnc1SCc1cccc(Br)c1	1.3	-3	8	16	6	13	0.8	1	-3
Cc1nn(Cc2ccccc2Cl)c(C)c1NC(=O)c1noc2c1CCCCC2	1.3	54*	7	-2	-6	-14	1	0.5	-1

7 successive entries already listed:
SMILES	PLAP act	CYP2C9 inh	Rev-RRE block	CYP2C19 inhib	EphB4 ephrin blk	Plk1 PBD FP	CYP2C19 activ	CYP2C9 activ	PLK1 kinase inh
COc1cccc(NC(=O)NCCCN2CCN(c3ccc(F)cc3)CC2)c1	1.1	21	4	11	-1	3	0.9	0.8	0
Cc1nn(C)c(Cl)c1NC(=O)OCc1ccc(Cl)cc1Cl	1.1	-14	7	68*	1	-2	0.3	1.1	-16
Cc1nn(C(C)C(=O)Nc2sc3c(c2C#N)CCCC3)c(C)c1[N+](=O)[O-] (stereo unspecified)	0.9	61*	8	21	0	-16	0.8	0.4	-7
CCCn1c2ccccc2c2nnc(SC(CC)C(=O)Nc3sc4c(c3C#N)CCCC4)nc21 (stereo unspecified)	1.8	89*	7	70*	2	17	0.3	0.1	-12
COC(=O)C(NC(=O)c1ccco1)(Nc1nc(C2CC2)cs1)C(F)(F)F (stereo unspecified)	0.8	49	.	20	.	.	0.8	0.5	.
Cc1ccc(NC(=O)Cn2nnc(C(=O)NCc3cccs3)c2N)cc1	.	.	7	.	-2	5	.	.	-6
Cc1csc(NC(=O)c2ccc(C)c(S(=O)(=O)N3CCCCC3)c2)n1	1.1	27	2	14	7	-25	0.9	0.7	5
